From PubChem
Sm TGR inh – inhibitors of Schistosoma mansoni thioredoxin glutathione reductase; Q962Y6; purified TGR, DTNB reduction, TNB absorbance 405 nm; Potency, µM (doses to about 114 µM), inactives show top-dose activity change, negative = inhibition, actives largely listed as inhibitors; 3% of 360,000 active; AID 485364; further: potency means the concentration at half of the fitted maximal effect; nearly all actives have a fitted effect of over 60% in size
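Kinetic colorimetric format: TGR-catalysed, NADPH-driven DTNB reduction monitored via TNB absorbance. Enzyme dispensed at 20 nM; compound exposure 15 min at room temperature before reaction start.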
FBPA Giardia inh – Giardia lamblia aldolase inhibition; purified Giardia FBPA; A8B2U2; Potency, µM (top dose mostly 59.6 µM), without a hit: at the highest dose activity, negative = inhibition, usual class: inhibitors; 0.71% of 290,000 active; AID 2451; further: potency means the concentration at half of the fitted maximal effect; nearly all actives have a fitted effect of over 55% in size
Target sequence (A8B2U2 whole entry, looked up): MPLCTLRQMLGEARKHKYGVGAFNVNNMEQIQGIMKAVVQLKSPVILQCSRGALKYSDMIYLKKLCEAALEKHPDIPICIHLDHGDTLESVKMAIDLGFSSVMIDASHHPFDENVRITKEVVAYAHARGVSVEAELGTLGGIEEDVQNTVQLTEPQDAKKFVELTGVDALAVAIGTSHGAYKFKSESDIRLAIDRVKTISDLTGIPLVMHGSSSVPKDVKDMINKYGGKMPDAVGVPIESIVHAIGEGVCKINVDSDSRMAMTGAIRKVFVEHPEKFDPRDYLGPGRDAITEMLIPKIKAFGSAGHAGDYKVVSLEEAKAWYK
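40 nM FBPA preincubated 10 min at RT with compound (up to 57.5 uM final), then substrate plus GAPDH/TPI/NAD/arsenate coupling and diaphorase/resazurin added. Fluorescence read after 20 min at RT, 525/598 nm.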
HCV inhibitor – HCV inhibition. 3.4% of 340,000 active. Huh7.5.1 HCVcc-Cre infection, luciferase reporter, 44 h. Potency, µM (highest dose often 41.8 µM), for the others: top-dose activity change, negative = inhibition, most hits filed as inhibitors; further: potency means the concentration at half of the fitted maximal effect
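Infectious HCVcc-Cre (~0.5 moi) was added to cells just after compound, with cells seeded 4 h earlier at 1,000 per well. Luciferase activity after 44 h culture reported infection; substrate was incubated 15 min at room temperature before reading.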
HCMV antiviral – inhibitors of human cytomegalovirus; HFF cells, HCMV-luciferase reporter, 72 h; stronger effect = lower value; activity change, negative = inhibition, % at 57.5 µM; 4.5% of 410,000 active; in the data active means activity change below about -60%; inconclusive means no clear call, values can overlap the other calls; inactive means above about -39%
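HFF cells seeded 16 h at 37C, treated with compounds, infected with luciferase-reporter HCMV at MOI 1 PFU/cell; luciferase read at 72 h post infection, normalized to buffer-only and Salinomycin controls.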
AmpC inh detg – blocks E. coli AmpC beta-lactamase in detergent assay | P00811 | AmpC hydrolysis of nitrocefin, absorbance 480 nm, 0.01% Triton | Potency, µM (series often up to 114 µM), for inactives: at the highest dose activity change, negative = inhibition, hits mostly inhibitors | 0.041% of 370,000 active | AID 485294;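 further: potency means the concentration at half of the fitted maximal effect; 0% = no-compound wells and -100% = no-enzyme wells; nearly all actives have a fitted effect of over 25% in size; some results filed as inactive show a strong effect at the top dose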
Target sequence (P00811 whole entry, looked up): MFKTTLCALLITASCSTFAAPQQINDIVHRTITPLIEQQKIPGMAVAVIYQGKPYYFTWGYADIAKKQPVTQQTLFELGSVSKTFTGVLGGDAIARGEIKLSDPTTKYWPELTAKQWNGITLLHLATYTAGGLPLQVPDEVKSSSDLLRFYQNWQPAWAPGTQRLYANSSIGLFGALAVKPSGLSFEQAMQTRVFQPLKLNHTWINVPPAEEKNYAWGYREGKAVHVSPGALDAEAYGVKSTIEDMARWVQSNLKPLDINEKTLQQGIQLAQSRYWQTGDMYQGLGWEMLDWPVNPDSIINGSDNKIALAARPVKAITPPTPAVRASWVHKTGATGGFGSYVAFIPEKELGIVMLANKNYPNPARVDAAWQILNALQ
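20 mM phosphate pH 7.0 + 0.01% (detergent screen) or 0.0001% Triton X-100; 5.3 nM AmpC reagent; cpd preinc 15 min RT; nitrocefin (800 uM stock) to start; A480 q20 s × 4 min; Activity was normalised to no-enzyme and no-compound control wells.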
AMA1 RON2 block – AMA1-RON2 (P. falciparum) interaction inhibition; AlphaScreen AMA1-biotinylated RON2 peptide binding; Potency, µM (top dose mostly 58.2 µM), inactives show at the highest dose activity change, negative = inhibition, most hits filed as inhibitors; 0.2% of 360,000 active; AID 720542;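 further: potency means the concentration at half of the fitted maximal effect; 0% = vehicle wells and -100% = peptide control; nearly all actives have a fitted effect of over 45% in size; some results filed as inactive show a strong effect at the top dose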
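AMA1 (3D7) with his tag at 25 nM final met compounds first, then biotinylated RON2 peptide at 25 nM; detection used donor plus acceptor beads, 10 µg/mL apiece, read by AlphaScreen after 30 min at room temperature.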
* = called active by the depositor; & = joins results of further samples; [ ] = dose if it differs, or a comment. Unless noted, the call rests on the fitted dose curve; in most records, active means well fitted curve in the direction sought with a large enough effect; inconclusive means small, poorly fitted or top-dose-only effect, or another doubt; inactive means no such curve, though single readings can be large; an effect the other way counts as inactive or inconclusive. Unless noted, on the % scale 0 is the no-effect control and ±100 the full control effect.

CCCS(=O)(=O)N1CCN=C1SCc1ccc(F)cc1 was read as Sm TGR inh -10%, HCV inhibitor 8%, HCMV antiviral 0, AmpC inh detg 1% and AMA1 RON2 block -4%.
COC(=O)Nc1nc2ccc(SC(C)C)cc2[nH]1 was read as Sm TGR inh 0%, FBPA Giardia inh -5%[21.7 µM], HCV inhibitor inconclusive, HCMV antiviral -82*, AmpC inh detg -6% and AMA1 RON2 block 0%.
Screening COc1ccccc1/C=C/C(=O)NCCC1=CCCCC1 returned FBPA Giardia inh 4%, HCV inhibitor -23%, HCMV antiviral -18, AmpC inh detg 6% and AMA1 RON2 block -1%.
For O=c1ccc2ccc(Oc3ccc(Cl)cc3[N+](=O)[O-])cc2o1 the results were Sm TGR inh 8%, FBPA Giardia inh 4%, HCV inhibitor -6%, HCMV antiviral -29, AmpC inh detg 3% and AMA1 RON2 block inconclusive.
For CC(NCc1ccc(S(N)(=O)=O)cc1)C(=O)N1c2ccccc2CC1C (stereo not given) the results were Sm TGR inh 2%, FBPA Giardia inh inconclusive, HCV inhibitor 2%, HCMV antiviral -20, AmpC inh detg -8% and AMA1 RON2 block inconclusive.
For Cc1c(Cl)cccc1NC(=O)C(C)n1nc(C)c2c(C)n(-c3ccccc3)nc2c1=O (stereo not given) the results were Sm TGR inh 3%, HCMV antiviral -2 and AmpC inh detg -2%.
For NC(=O)C1(S(=O)(=O)c2ccccc2)CCCCC1 the results were Sm TGR inh 8%, FBPA Giardia inh 1%, HCV inhibitor -16%, HCMV antiviral -17, AmpC inh detg -10% and AMA1 RON2 block 2%.
O=C(c1ccc2c(c1)OCCO2)C1CCN(C(=O)c2ccc(F)c(F)c2)CC1 was read as Sm TGR inh -6%, FBPA Giardia inh 4%, HCV inhibitor inconclusive, HCMV antiviral -68*, AmpC inh detg -11% and AMA1 RON2 block 8%.
O=C(CSc1nnc2ccccn12)Nc1cccc(S(=O)(=O)N2CCOCC2)c1 was read as Sm TGR inh -4%, FBPA Giardia inh 2%, HCV inhibitor 2%, HCMV antiviral 21, AmpC inh detg -13% and AMA1 RON2 block -2%.
Screening CC(=O)c1ccc(S(=O)(=O)NC2CC(=O)N(c3ccc(C)c(C)c3)C2)cc1 (stereo not given) returned Sm TGR inh -1%, HCV inhibitor -2%, HCMV antiviral -26, AmpC inh detg -21% and AMA1 RON2 block -9%.
`O=C1CSC(=S)N1c1cccc(O)c1` gave Sm TGR inh -6%, FBPA Giardia inh 0%, HCV inhibitor -2%, HCMV antiviral -35, AmpC inh detg -9% and AMA1 RON2 block 10%.
O=C(COc1cccc(NC(=O)c2cccs2)c1)c1ccc(F)cc1 was read as Sm TGR inh -4%, FBPA Giardia inh -5%, HCV inhibitor -24%, HCMV antiviral inconclusive, AmpC inh detg -1% and AMA1 RON2 block -2%.
Screening CCc1nc2ccc(C(=O)NCCCN3CCN(c4ccccc4F)CC3)cc2nc1CC returned Sm TGR inh -30%, FBPA Giardia inh 3%, HCV inhibitor 4.5µM*, HCMV antiviral 23, AmpC inh detg -11% and AMA1 RON2 block -1%.
Screening CCOCCOC(=O)COC(=O)c1ccccc1NC(=O)c1ccccc1 returned Sm TGR inh -11%, FBPA Giardia inh 5%, HCV inhibitor 8%, HCMV antiviral 19, AmpC inh detg -4% and AMA1 RON2 block 4%.
`Cc1ccc(S(=O)(=O)NNC(=S)Nc2cccc(C)c2C)cc1` gave Sm TGR inh -12%, FBPA Giardia inh 15%, HCV inhibitor 9%, HCMV antiviral 12, AmpC inh detg -4% and AMA1 RON2 block 111%[activator].
Screening COc1cccc(/C=N/NC(=O)c2ccccc2NC(=O)c2ccco2)c1OC returned Sm TGR inh 0%, FBPA Giardia inh -4%, HCV inhibitor -13%, HCMV antiviral 0, AmpC inh detg -6% and AMA1 RON2 block 55%[activator].
Screening C=CCOC(=O)C1=C[C@H](c2cn(C(C)=O)c3ccccc23)[C@@H](CCCO)[C@H](OCC)O1 returned Sm TGR inh -22%, FBPA Giardia inh -14%, HCV inhibitor 3%, HCMV antiviral 85, AmpC inh detg -10% and AMA1 RON2 block -4%.
Screening CCOc1ccccc1-c1nc(-c2cc3ccccc3nc2OC)no1 returned Sm TGR inh 4%, FBPA Giardia inh -1%, HCV inhibitor 11µM*, HCMV antiviral 61, AmpC inh detg -17% and AMA1 RON2 block 3%.
For Cn1c(SCCCC(=O)c2ccccc2)nnc1-c1ccncc1 the results were Sm TGR inh 0%, FBPA Giardia inh -21%, HCV inhibitor 8%, HCMV antiviral 36, AmpC inh detg -13% and AMA1 RON2 block -3%.
`COc1cc(CN(C)C(C)C(=O)Nc2ccc([N+](=O)[O-])cc2Cl)ccc1OC(F)F` (stereo not given) gave Sm TGR inh -4%, FBPA Giardia inh 3%, HCV inhibitor inconclusive, HCMV antiviral -20, AmpC inh detg -1% and AMA1 RON2 block 2%.
For Cc1ccc(Cl)cc1NC(=O)CN1CCN(S(=O)(=O)N2CCC(C)CC2)CC1 the results were Sm TGR inh -2%, FBPA Giardia inh -5%, HCV inhibitor inconclusive, HCMV antiviral -10, AmpC inh detg -6% and AMA1 RON2 block -5%.
Cc1c(C(=O)NNS(=O)(=O)c2ccccc2)sc(=S)n1C was read as Sm TGR inh -3%, FBPA Giardia inh -10%, HCV inhibitor 11%, HCMV antiviral -32, AmpC inh detg -7% and AMA1 RON2 block -1%.
For CCCCNC(=O)Oc1cccc(N2CCCC2=O)c1 the results were Sm TGR inh -1%, FBPA Giardia inh 16%, HCV inhibitor 2%, HCMV antiviral 3, AmpC inh detg 3% and AMA1 RON2 block -1%.
Screening CC(C)N1CC(C(=O)Nc2ccc(C#N)cc2)CC1=O (stereo not given) returned Sm TGR inh 0%, FBPA Giardia inh 11%, HCV inhibitor 9%, HCMV antiviral 48, AmpC inh detg -12% and AMA1 RON2 block 2%.
Screening CCCN(CCC)C(=O)Cn1c(=O)n(CCCCCC(=O)Nc2ccccc2)c(=O)c2sccc21 returned Sm TGR inh 0%&7%, FBPA Giardia inh 6%, HCV inhibitor 1%, HCMV antiviral -9&4, AmpC inh detg 21%&-6% and AMA1 RON2 block 6%[11.6 µM].
Screening Clc1ccc(-c2noc(CN3CCOCC3)n2)cc1 returned Sm TGR inh -28%, FBPA Giardia inh 4%, HCV inhibitor 13%, HCMV antiviral inconclusive, AmpC inh detg -1% and AMA1 RON2 block -10%.
For O=C(CCS(=O)(=O)c1ccccc1)NCCS(=O)(=O)c1ccccc1 the results were Sm TGR inh -19%, FBPA Giardia inh -2%, HCV inhibitor -17%, HCMV antiviral 8, AmpC inh detg -8% and AMA1 RON2 block 13%.
For O=C(COc1ccc(Cl)cc1)OCc1cc(=O)n2nc(-c3cccs3)sc2n1 the results were Sm TGR inh 1%, HCMV antiviral 26 and AmpC inh detg 4%.
Cc1nc(=O)c(-c2ccccc2)c(C)n1-c1ccccc1 was read as Sm TGR inh -1%, FBPA Giardia inh 3%, HCV inhibitor 0%, HCMV antiviral 13, AmpC inh detg -5% and AMA1 RON2 block -7%.
`Cc1c(CN2CCC(C)CC2)c(=O)n(-c2ccccc2)n1C` gave Sm TGR inh 2%, FBPA Giardia inh -1%, HCV inhibitor 8%, HCMV antiviral 11, AmpC inh detg -14% and AMA1 RON2 block -6%.
CC(=O)N1CCc2cc(S(=O)(=O)NC(Cc3ccccc3)C(=O)NCCN3CCCCC3C)ccc21 (stereo not given) was read as Sm TGR inh -1%, FBPA Giardia inh 1%, HCV inhibitor 7%, HCMV antiviral -7, AmpC inh detg 5% and AMA1 RON2 block 4%.
COc1ccc2c(c1)cc1n2CCN=C1N was read as Sm TGR inh 2%, FBPA Giardia inh -5%, HCV inhibitor -14%, HCMV antiviral 12, AmpC inh detg inconclusive and AMA1 RON2 block 0%.
CC(C)(C)c1ccc(C(CC(=O)O)NC(=O)CSc2ccccc2)cc1 (stereo not given) was read as Sm TGR inh 1%, FBPA Giardia inh 25%, HCV inhibitor 6%, HCMV antiviral -17, AmpC inh detg 5% and AMA1 RON2 block 4%.
O=C(O)c1ccccc1SCC(=O)N1CCCCC1 was read as Sm TGR inh 0%, FBPA Giardia inh -11%, HCV inhibitor 22%, HCMV antiviral -3, AmpC inh detg -9% and AMA1 RON2 block -3%.
CC1Cc2nc(SCC(=O)NCCc3ccccc3)n(C)c(=O)c2S1 (stereo not given) was read as Sm TGR inh 0%, FBPA Giardia inh 6%, HCV inhibitor 8%, HCMV antiviral inconclusive, AmpC inh detg inconclusive and AMA1 RON2 block -1%.
Screening CN(C)S(=O)(=O)c1cccc(NC(=O)CSc2nncn2C)c1 returned Sm TGR inh 2%, FBPA Giardia inh 1%, HCV inhibitor -6%, HCMV antiviral -31, AmpC inh detg 4% and AMA1 RON2 block -11%.
Screening CCc1cccc(CC)c1N(COC)C(=O)CCl returned FBPA Giardia inh 5%, HCV inhibitor -6%, HCMV antiviral -13 and AMA1 RON2 block -15%.
Screening CN1CCN(CC(O)COc2ccc(C34CC5CC(CC(C5)C3)C4)cc2)CC1 (stereo not given) returned Sm TGR inh 8%, FBPA Giardia inh -4%, HCV inhibitor 10µM*, HCMV antiviral inconclusive, AmpC inh detg 0% and AMA1 RON2 block -17%.
For CC1CCCC(C)N1C(=O)CSc1nc(N)c(-c2ccccc2)c(=O)[nH]1 (stereo not given) the results were Sm TGR inh 4%, FBPA Giardia inh 16%, HCV inhibitor 19%, HCMV antiviral 13, AmpC inh detg -3% and AMA1 RON2 block 2%.
Screening Cc1ccc(S(=O)(=O)N2CCC(C(=O)N3CCCC3C(=O)N[C@@H](CC(C)C)C(=O)NCC(N)=O)CC2)cc1 (stereo not given in full) returned Sm TGR inh 3%, FBPA Giardia inh 3%, HCV inhibitor 1µM*, HCMV antiviral 14, AmpC inh detg -15% and AMA1 RON2 block 21%.
COc1ccc(N2CCN(C(=O)c3ccc4c(=O)n(CCc5ccc(OC)c(OC)c5)c(=O)[nH]c4c3)CC2)cc1 was read as Sm TGR inh -11%&-3%, FBPA Giardia inh 10%, HCV inhibitor 11µM*, HCMV antiviral -37&-22, AmpC inh detg 1%&-6% and AMA1 RON2 block 10%.

Part of the list above in order of length of the SMILES, high to low.
Screening CCc1nc2ccc(C(=O)NCCCN3CCN(c4ccccc4F)CC3)cc2nc1CC returned Sm TGR inh -30%, FBPA Giardia inh 3%, HCV inhibitor 4.5µM*, HCMV antiviral 23, AmpC inh detg -11% and AMA1 RON2 block -1%.
CC(C)(C)c1ccc(C(CC(=O)O)NC(=O)CSc2ccccc2)cc1 (stereo not given) was read as Sm TGR inh 1%, FBPA Giardia inh 25%, HCV inhibitor 6%, HCMV antiviral -17, AmpC inh detg 5% and AMA1 RON2 block 4%.
O=C(COc1cccc(NC(=O)c2cccs2)c1)c1ccc(F)cc1 was read as Sm TGR inh -4%, FBPA Giardia inh -5%, HCV inhibitor -24%, HCMV antiviral inconclusive, AmpC inh detg -1% and AMA1 RON2 block -2%.
Cc1nc(=O)c(-c2ccccc2)c(C)n1-c1ccccc1 was read as Sm TGR inh -1%, FBPA Giardia inh 3%, HCV inhibitor 0%, HCMV antiviral 13, AmpC inh detg -5% and AMA1 RON2 block -7%.
